# GC-A act = GC-A stimulated cGMP production enhancers – HEK293 GC-A cells, cGMP TR-FRET, EC30 ANP, primary screen. 0% at EC30 ANP, 100% saturating ANP. activation, % at 10 µM. hit rate 0.14% among 370,000; in the data active means activation above about 40%
# proKLK7 act = proKLK7 zymogen activators, primary screen, biochemical, fluorescence intensity | activation, % at 7 µM | Kallikrein-7 (Homo sapiens), P49862 | hit rate 0.9% among 370,000 | purified proKLK7, EDANS-DABCYL substrate fluorescence; 100% is mature enzyme control, 0% vehicle;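 active means activation above the mean of all tested compounds plus 3 SD, computed per campaign excluding outliers beyond control limits, cut at about 13% in these data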
# Target sequence (P49862 whole entry, looked up): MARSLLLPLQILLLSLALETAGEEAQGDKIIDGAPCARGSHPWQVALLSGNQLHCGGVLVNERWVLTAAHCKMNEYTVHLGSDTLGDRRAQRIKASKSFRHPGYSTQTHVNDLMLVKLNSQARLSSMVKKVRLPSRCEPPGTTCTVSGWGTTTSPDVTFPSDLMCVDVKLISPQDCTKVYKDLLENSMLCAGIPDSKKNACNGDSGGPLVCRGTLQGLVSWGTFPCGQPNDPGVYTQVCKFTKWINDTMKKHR
# ssDAF12 agonist = S. stercoralis DAF-12 nuclear receptor activators, primary screen, cell-based, luminescence, HEK293, GRIP1 co-expression, lit1-tk-luc. HEK293 ssDAF-12/GRIP1 lit1-tk-luc reporter; % of 3 µM dafachronic acid response. activation, % at 6.8 µM. hit rate 1% among 370,000. Nuclear hormone receptor DAF-12 (Strongyloides stercoralis). AID 652126, 2013;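 active means activation above the mean over all tested compounds plus 3 SD, cut at about 0.9% in these data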;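 further: 0% = DMSO-only wells and 100% = 3 µM delta7-dafachronic acid wells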
# NPR2 activator = human GC-B receptor activators, primary screen, HEK293 GC-B cells, cGMP TR-FRET, EC30 CNP | hit rate 0.11% among 370,000 | 0% at EC30 CNP, 100% saturating CNP | Atrial natriuretic peptide receptor 2 (Homo sapiens), P20594 | AID 1920062, 2024 | activation, % at 10 µM;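 active means activation at 10 µM reaching about 35% in either raw or pattern-adjusted values, limit read from the data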
# hgDAF12 agonist = H. glycines DAF-12 receptor agonists, primary screen, cell-based, luminescence, HEK293, GAL4 fusion, UAS-luciferase; activation, % at 6.8 µM; Nuclear hormone receptor DAF-12 (Heterodera glycines), GAL4 fusion; hit rate 1.8% among 370,000; HEK293 GAL4-hgDAF12 UAS-luciferase reporter, agonist luminescence; normalized to butyrate control;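 active means activation above a cutoff set at the mean of all screened compounds plus 3 SD, cut at about 10% in these data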;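 further: 0% = DMSO wells and 100% = sodium butyrate wells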
# DAX1 inh-1 = DAX1 (NR0B1) inhibitors, primary screen, cell-based, HEK293, Gal4-DAX1, luciferase luminescence; Nuclear receptor subfamily 0 group B member 1 (Homo sapiens), P51843; AID 504766, 2011; inhibition, % at 6.75 µM; HEK293 Gal4-DAX1 luciferase reporter; hit rate 0.99% among 340,000;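 active means inhibition above the mean over all tested compounds plus 3 SD, cut at about 4.2% in these data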;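 further: 0% = DAX1-transfected cells with DMSO and 100% = empty-vector control cells with DMSO; inhibition shows as a rise in luminescence from relieved DAX1 repression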
# Target sequence (P51843 207-470 limits assumed): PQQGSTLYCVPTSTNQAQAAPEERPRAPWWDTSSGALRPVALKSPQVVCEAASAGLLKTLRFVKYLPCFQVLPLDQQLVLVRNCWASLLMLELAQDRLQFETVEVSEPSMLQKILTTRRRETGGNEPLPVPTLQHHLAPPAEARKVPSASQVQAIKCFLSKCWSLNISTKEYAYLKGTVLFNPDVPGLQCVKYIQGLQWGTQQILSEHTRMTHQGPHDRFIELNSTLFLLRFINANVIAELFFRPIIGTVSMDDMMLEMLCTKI
# SMARCA2 activ = SMARCA2 (BRM) function activators, primary screen, cell-based, luminescence, high throughput. MG213 cells, MMTV-luciferase reporter, dexamethasone, overnight. activation, % at 9.1 µM. hit rate 1% among 370,000. AID 652017, 2013; in the data active means activation above about 7.8%;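 further: 0% = vehicle wells and 100% = reference activator wells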
# FXN GAA850 act = FXN promoter activators, primary screen, cell-based, luciferase luminescence, HEK293 lucGAA850. HEK293 lucGAA850 FXN promoter luciferase reporter, 24 h; percent of 10 µM SAHA response. activation, % at 6 µM. hit rate 0.56% among 360,000. AID 540364, 2011;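 active means activation above the average of all compounds screened plus 3 SD, cutoff fixed separately per campaign, cut at about 7.5% in these data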;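 further: 0% = DMSO wells and 100% = 10 µM SAHA wells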
# hcDAF-12 act = H. contortus DAF-12 nuclear receptor activators, primary screen, cell-based, luminescence, HEK293, lit1-tk-luc reporter | AID 652067, 2013 | hit rate 1.4% among 370,000 | HEK293 hcDAF-12 lit1-tk-luc reporter; 0% DMSO, 100% Δ7-dafachronic acid | activation, % at 6.8 µM;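 active means activation above the mean of all tested compounds plus 3 SD, cut at about 5.5% in these data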;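 further: 100% = response to 3 µM Δ7-dafachronic acid high control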
# DAX1 inh-2 = DAX1 (NR0B1) inhibitors on StAR promoter, primary screen, cell-based, luminescence, SF-1 (NR5A1), full-length DAX-1; HEK293T StAR-luciferase reporter, SF-1/DAX-1 repression relief; inhibition, % at 6.8 µM; hit rate 1.1% among 370,000; AID 652010, 2013;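 active means inhibition above the mean over all tested compounds plus 3 SD, cut at about 3.6% in these data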;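 further: 0% = DAX-1 cells with DMSO and 100% = cells lacking DAX-1 with DMSO; higher inhibition means more luminescence from relief of DAX-1 repression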
# sPLA2-III inh = human group III sPLA2 inhibitors, primary screen, biochemical, QFRET, BODIPY PC-A2 liposome substrate; Group 3 secretory phospholipase A2 (Homo sapiens), Q9NZ20; QFRET BODIPY PC-A2 liposome hydrolysis, fluorescence; inhibition, % at 12.2 µM; hit rate 0.56% among 370,000; AID 743126, 2013;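 active means inhibition above mean plus 3 SD of compounds lying within the high and low control bounds, cut at about 19% in these data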;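 further: 0% = median of test compound wells and 100% = no enzyme DMSO wells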
# Target sequence (Q9NZ20 whole entry, looked up): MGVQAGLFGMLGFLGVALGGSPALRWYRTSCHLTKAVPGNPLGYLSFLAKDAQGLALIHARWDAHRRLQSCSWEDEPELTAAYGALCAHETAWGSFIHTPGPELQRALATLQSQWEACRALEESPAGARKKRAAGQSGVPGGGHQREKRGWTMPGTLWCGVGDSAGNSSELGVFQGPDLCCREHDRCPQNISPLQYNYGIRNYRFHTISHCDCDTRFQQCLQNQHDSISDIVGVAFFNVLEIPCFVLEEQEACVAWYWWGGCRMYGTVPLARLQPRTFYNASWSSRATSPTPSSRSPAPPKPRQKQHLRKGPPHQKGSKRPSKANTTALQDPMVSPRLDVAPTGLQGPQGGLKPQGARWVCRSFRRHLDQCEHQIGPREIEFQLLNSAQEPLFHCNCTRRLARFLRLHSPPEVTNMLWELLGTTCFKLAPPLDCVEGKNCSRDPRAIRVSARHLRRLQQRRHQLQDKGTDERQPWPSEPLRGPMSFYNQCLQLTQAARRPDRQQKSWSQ
# An asterisk follows results filed as active; . = no result given.
SMILES,GC-A act,proKLK7 act,ssDAF12 agonist,NPR2 activator,hgDAF12 agonist,DAX1 inh-1,SMARCA2 activ,FXN GAA850 act,hcDAF-12 act,DAX1 inh-2,sPLA2-III inh
CC1(C)OC(=O)C=C[C@]2(C)[C@H]3CC[C@@]4(C)[C@H](c5ccoc5)OC(=O)[C@H]5O[C@]54[C@]3(C)C(=O)C[C@@H]12,-1,0.4,-1.3,-1,0.6,1.2,-1,-0.4,-0.2,0.6,0
C[C@H](CO)N1C[C@H](C)[C@@H](CN(C)C(=O)NC2CCCCC2)Oc2c(NS(=O)(=O)c3ccc(F)cc3)cccc2C1=O,3,0.6,-1.0,2,-3.1,1.2,1,-2.5,0.8,-0.4,1
C/C(=N\NC(=O)CN(c1ccc(Oc2ccccc2)cc1)S(C)(=O)=O)C(C)(C)C,0,0.0,-1.7,-4,3.7,-1.0,-2,0.7,-1.3,-0.2,-9
CC(=O)N(Cc1cc2ccccc2[nH]c1=O)c1ccc(C)cc1,-10,0.3,-1.3,-12,-2.5,0.4,-1,0.3,-1.5,-0.6,4
Cc1ccc(NC(=O)N2CCC(O)(c3ccc(Cl)cc3)CC2)cc1,3,0.1,-1.7,0,1.0,-0.8,2,-1.8,-1.4,0.1,-4
O=c1n(-c2ccc(Br)cc2)cnn1-c1ncccc1[N+](=O)[O-],2,0.5,-0.8,1,7.8,4.3*,6,3.2,2.8,2.7,1
CCOC(=O)c1cnc2c(Cl)c(Cl)ccc2c1N1CCN(C)CC1,4,0.5,-1.1,-8,-0.8,-1.3,6,4.2,-0.9,-0.1,-6
Cc1cccc(N(CC(=O)O)CC(=O)O)c1,2,-0.6,-1.9,5,-0.5,-0.6,0,-0.6,0.8,0.0,3
CCOC(=O)c1[nH]c(C)c(/C(O)=C2\C(=O)C(=O)N(CCN3CCOCC3)C2c2ccco2)c1C (stereo not given),1,1.1,-0.8,-1,-0.4,0.3,-3,2.3,-1.2,-0.5,0
CC1CCC(NC(=O)C(NC(=O)c2ccccc2)C(C)C)CC1 (stereo not given),-1,0.7,-0.7,-5,-0.5,0.0,0,-2.6,-0.4,1.0,-2
O=C1CCCN1S(=O)(=O)c1ccccc1,-2,-1.2,-1.3,1,2.4,-1.3,-2,1.6,-2.0,0.2,-2
CCCCCCn1cc(C(=O)O)c(=O)c2cc(F)c(N3CCCCC3)cc21,7,-0.9,-0.5,8,-1.3,1.4,-2,0.8,0.0,0.0,6
Cc1ccc(O)c(CC(C)C)n1,6,0.5,-1.0,0,3.2,-0.6,1,2.1,0.6,-0.1,5
CC1(c2nnnn2-c2ccc3c(c2)OCCO3)CCC(=O)N1CCc1c[nH]c2ccccc12 (stereo not given),0,0.5,-1.1,2,0.9,.,-2,.,-2.7,-1.1,-60
O=C(NC1CCCC1)C(c1ccccn1)N(C(=O)c1csnn1)C1CCCCC1 (stereo not given),-2,0.3,-0.5,3,2.1,-1.4,2,3.1,-0.4,-0.4,4
CCOC(=O)CSc1nc(CC)nc2ccccc12,4,0.5,-1.5,-1,0.8,0.0,2,-0.9,0.3,0.1,5
C=CCNC(=O)c1ccc(-c2nc3ccccc3nc2-c2ccccc2)cc1,4,0.2,-1.8,-1,-2.6,-0.7,-4,1.4,-1.1,0.3,-6
Cc1ccc(-c2cc(O)cc3sc(=O)oc23)cc1C,1,0.3,-1.5,3,7.4,0.5,-3,-0.2,-0.6,0.5,-28
Cc1ccc(-n2cc(CNCCCN3CCCC3=O)c(-c3ccc(F)cc3)n2)cc1,-6,0.1,-1.5,2,0.1,-1.0,-5,-1.0,-1.7,0.3,-16
Cc1oc(CN2CCOCC2)cc1C(=O)O,3,1.1,-1.6,4,-0.7,-0.1,-1,3.5,-2.2,-0.6,1
O=c1[nH]cnc2c1cnn2Cc1ccccc1Cl,1,0.0,-1.3,-4,-2.8,1.7,-1,0.8,-0.9,0.0,16
CC(=O)[C@@H]1[C@@H](C(=O)c2ccc(C)cc2)[C@]2(C(=O)Nc3ccccc32)[C@H]2C=Cc3cc(F)ccc3N12,-5,1.1,0.3,5,-1.6,-1.3,-1,0.6,2.0,-0.9,-9
O=C(O)C12CC3CC(C1)CC(n1cnc(Cl)n1)(C3)C2,1,0.5,-0.4,2,-1.0,0.5,0,3.9,-0.9,0.1,-1
COc1ccc(NC(=O)c2cc(-c3ccccc3)on2)cc1,11,-0.3,-0.8,6,2.4,-0.6,0,0.0,2.1,0.0,1
OC(COc1ccc2c(c1)OCO2)CN1CCc2ccccc2C1 (stereo not given),-2,-0.9,-0.9,6,1.4,-1.6,0,1.5,-1.7,0.1,1
O=C(Nc1ccc(-c2ccc3nncn3n2)cc1)C1CCCCC1,0,1.1,-0.6,4,-1.0,-2.2,-2,3.9,1.4,-0.4,4
O=S(=O)(NCCCc1ccccc1)c1ccc(Br)cc1,1,0.5,-0.7,-4,0.6,0.8,-2,0.4,-0.1,0.0,-3
O=C(/C=C/c1ccccc1)NC1CCS(=O)(=O)C1 (stereo not given),-2,-0.5,-0.8,4,4.5,-0.7,-2,0.5,0.5,-0.1,7
COC(=O)N/N=C/c1c(C)cc(C)cc1C,-2,0.3,-0.5,2,1.5,1.1,1,1.2,-2.5,0.0,6
CCN(CC(=O)NCc1cccs1)C(=O)c1ccc(Cl)c(Cl)c1,0,0.2,-0.9,2,0.4,-0.3,3,-1.7,-1.4,-2.1,-3
O=C(O)c1nnn(-c2ccc(F)cc2F)c1-c1ccccc1,5,0.4,-0.9,0,0.8,0.1,-3,0.5,-0.2,0.3,7
O=C(O)C1c2ccccc2C(=O)N(Cc2ccc(F)cc2)C1c1ccncc1 (stereo not given),-2,0.7,-0.6,4,1.1,.,-2,-0.1,0.8,-0.2,-2
COc1ccc(S(=O)(=O)N2CCC[C@H]2C(=O)N2CCC[C@H]2C(=O)N[C@@H](C)c2ccccc2)cc1C,-1,-0.2,-0.3,-2,-0.6,.,-6,.,-0.9,1.4,6
CCOC(=O)c1sc(=S)n(CC)c1N,0,-0.2,-1.2,-5,2.0,-0.6,-3,4.6,-2.1,0.5,5
O=C(CSc1ccc2ccccc2n1)Nc1nsc(-c2ccc(Cl)cc2)n1,7,0.4,-1.4,8,2.1,-0.2,1,-1.2,-0.8,0.2,2
Cc1cccc(CSc2nc3c(c(=O)n2C)SCC3)c1,-9,-0.1,-2.3,-2,-4.1,-2.2,-2,-1.2,-2.2,-3.0,2
NC(=O)c1cc(N)ccc1N1CCCCC1,-3,0.9,-1.6,0,22*,.,0,-0.1,0.2,-0.5,6
Cc1ccc(CN2CCS(=O)(=O)CC2)cc1,1,-0.4,-0.6,4,-0.4,1.9,-1,0.2,0.7,-0.5,8
CSc1ccc(CCNC(=O)C2CCCN(S(=O)(=O)N3CCOCC3)C2)cc1 (stereo not given),3,0.4,-0.7,2,-0.6,1.5,-4,-1.2,-1.3,-0.4,3
Nc1nccnc1C(=O)N/N=C/c1ccco1,-1,-8.9,-0.7,4,5.9,6.9*,9.6*,4.3,1.4,0.6,5
COc1cc(/C=C(/C#N)c2nc3ccccc3c(=O)[nH]2)ccc1O,-1,0.0,-1.1,-4,1.8,1.3,-2,1.9,-0.4,-0.8,-8
CCOC(=O)/C(=C/Nc1ccc(F)cc1)[N+](=O)[O-],2,0.2,-1.6,1,-3.1,2.3,-4,0.5,-0.3,1.3,8
CN(Cc1ccccc1)C(=O)c1ccccc1NC(=O)c1ccco1,-2,0.8,-1.2,-2,-1.5,0.8,0,0.1,-1.5,-0.6,1
COc1ccccc1CCN1CCCC(CN(C)C(=O)c2ccoc2)C1 (stereo not given),4,-0.4,-0.7,4,-2.1,-0.4,-3,0.8,0.5,-0.6,8
CC(C)(Oc1ccc(Cl)cc1)C(=O)OCC(=O)N1CCCC1,-3,-0.1,-1.5,4,-0.1,-1.0,1,-0.3,-0.4,-0.8,1
O=C(CSc1nc2ccccc2[nH]1)NCC1CCCO1 (stereo not given),-2,0.1,-0.4,1,4.5,-0.6,3,1.5,0.2,0.6,6
COc1ccc(/C=N/NC(=O)c2cc[n+]([O-])cc2)cc1,3,-0.6,0.5,3,0.0,0.2,-1,1.3,-0.1,-0.3,2
O=S(=O)(c1ccc(F)cc1)N1CCN(C(=S)NCc2ccco2)CC1,-1,-0.3,-1.4,-6,1.1,-1.5,0,0.5,-0.7,0.2,6
CCOc1cccc(CN2CCCC(C(=O)Nc3ccc(-c4ccn[nH]4)cc3)C2)c1O (stereo not given),-4,1.2,-0.8,-1,-1.9,0.5,-2,-8.5,0.2,0.8,-31
Cc1ccc(-c2nnn(CC(=O)N(Cc3cccs3)C(C(=O)NC(C)(C)C)c3ccco3)n2)o1 (stereo not given),-6,0.5,-2.0,-3,-1.9,0.0,-1,3.1,-0.9,-0.3,-7

# Overlap with the part before: 2 entries; new compounds follow.
SMILES,GC-A act,proKLK7 act,ssDAF12 agonist,NPR2 activator,hgDAF12 agonist,DAX1 inh-1,SMARCA2 activ,FXN GAA850 act,hcDAF-12 act,DAX1 inh-2,sPLA2-III inh
CCOc1cccc(CN2CCCC(C(=O)Nc3ccc(-c4ccn[nH]4)cc3)C2)c1O (stereo not given),-4,1.2,-0.8,-1,-1.9,0.5,-2,-8.5,0.2,0.8,-31
Cc1ccc(-c2nnn(CC(=O)N(Cc3cccs3)C(C(=O)NC(C)(C)C)c3ccco3)n2)o1 (stereo not given),-6,0.5,-2.0,-3,-1.9,0.0,-1,3.1,-0.9,-0.3,-7
CC/C(=N\Nc1ccc([N+](=O)[O-])cc1[N+](=O)[O-])c1ccc(O)cc1,11,0.4,-0.9,-3,2.8,1.3,-2,-1.0,-1.7,-0.7,7
COc1cc(CNCCc2ccc(F)cc2)ccc1OCc1ccc(Cl)nc1,-4,0.0,-1.1,-2,1.5,-0.2,-7,-1.8,1.0,0.2,-9
O=C(O)CSCC(=O)N1CCN(S(=O)(=O)c2ccccc2)CC1,3,0.3,-1.4,1,-0.1,-0.3,-2,1.2,0.8,0.3,-1
COCCn1c(C)cc(C(=O)COC(=O)c2cccnc2SC)c1C,-1,0.6,0.2,3,9.2,1.9,2,-0.6,7.7*,5.8*,-2
O=C(c1ccccc1CCc1ccccc1)N1CCOCC1,6,-0.4,-1.0,3,1.1,-0.2,2,0.6,-2.0,-0.1,0

# Screening data as filed in PubChem.
